# Mtb BioA inh: inhibitors of Mycobacterium tuberculosis BioA enzyme. purified M. tuberculosis BioA enzyme, plate reader. inhibition, % at 9.99 µM. 360,000 tested, 0.096% active; in the data active = inhibition above about 40%; inconclusive = no clear call, values can overlap the other calls
# FadD28 binding: M. tuberculosis FadD28 bisubstrate binding inhibition | FadD28 bisubstrate probe binding, fluorescence polarization | inhibition, % at 12.5 µM | 360,000 tested, 0.22% active | AID 588549; in the data active = inhibition above about 8.5%, passing the limit was not always enough; inconclusive = no clear call, values can overlap the other calls
# BoNT-A LC inh2: blocks Botulinum neurotoxin A light chain protease | 360,000 tested, 0.17% active | inhibition, % at 10 µM | multiplex microsphere protease substrate cleavage, flow cytometry | AID 588499; also: plate controls were buffer without enzyme for full effect and enzyme alone for no effect
# GDH-TPI inh: counter-screen for M. tuberculosis FBA inhibitors: GDH-TPI coupled enzymes | GDH-TPI coupled enzyme counterscreen, NADH absorbance | inhibition, % at 4.8 µM | 360,000 tested, 1.2% active | AID 588335; in the data active = inhibition above about 30%;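 also: 0% = DMSO wells and 100% = wells lacking the enzyme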
# FBA Mtb inh: Mtb fructose-bisphosphate aldolase inhibition; 360,000 tested, 2.3% active; inhibition, % at 1 µM; purified M. tuberculosis FBA, fluorescence read-out; P9WQA3; in the data active = inhibition above about 27%;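 also: 0% = vehicle and 100% = reference inhibitor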
# Target sequence (P9WQA3 whole entry, looked up): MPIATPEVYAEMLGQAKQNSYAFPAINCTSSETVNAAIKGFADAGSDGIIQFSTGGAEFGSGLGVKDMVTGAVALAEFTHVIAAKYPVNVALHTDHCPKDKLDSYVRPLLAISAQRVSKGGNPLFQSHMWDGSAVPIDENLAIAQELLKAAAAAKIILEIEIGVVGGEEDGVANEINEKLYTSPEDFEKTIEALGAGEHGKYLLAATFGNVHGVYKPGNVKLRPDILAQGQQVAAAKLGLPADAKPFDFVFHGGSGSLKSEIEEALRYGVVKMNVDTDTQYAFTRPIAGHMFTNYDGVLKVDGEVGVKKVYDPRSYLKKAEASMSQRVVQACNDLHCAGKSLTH
# PfHsp40 yeast: rescue of PfHsp40-mediated yeast toxicity. S. cerevisiae expressing PfHsp40, growth rescue, ATP luminescence. growth rescue, % at 12.5 µM. 340,000 tested, 0.68% active. AID 504582; in the data active = growth rescue above about 28%, passing the limit was not always enough; inconclusive = no clear call, values can overlap the other calls;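 also: yeast W303a lacking pdr1 and pdr3 grown in galactose medium; growth measured after three days at 30 °C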
# Mtb UGM inh: inhibitors of M. tuberculosis UDP-galactopyranose mutase; P9WIQ1; purified UGM, fluorescence polarization probe displacement; inhibition, % at 10 µM; 320,000 tested, 0.06% active; AID 504406; in the data active = inhibition above about 10%, passing the limit was not always enough; inconclusive = no clear call, values can overlap the other calls
# Target sequence (P9WIQ1 whole entry, looked up): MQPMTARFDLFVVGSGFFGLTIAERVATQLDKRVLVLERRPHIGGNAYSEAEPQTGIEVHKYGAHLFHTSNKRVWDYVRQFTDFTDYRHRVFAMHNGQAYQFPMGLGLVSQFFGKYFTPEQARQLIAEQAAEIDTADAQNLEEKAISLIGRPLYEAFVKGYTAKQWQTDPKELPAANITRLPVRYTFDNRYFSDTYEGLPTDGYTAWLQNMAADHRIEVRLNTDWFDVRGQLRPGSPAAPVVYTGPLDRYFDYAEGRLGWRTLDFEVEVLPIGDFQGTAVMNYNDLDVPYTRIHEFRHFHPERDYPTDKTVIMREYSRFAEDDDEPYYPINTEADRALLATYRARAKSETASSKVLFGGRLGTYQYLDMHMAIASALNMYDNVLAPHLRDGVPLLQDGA
# Anthrax LF inh2: blocks Bacillus anthracis lethal factor protease. inhibition, % at 10 µM. 360,000 tested, 0.12% active. multiplex microsphere protease cleavage assay, LF. AID 588501; also: plate controls were buffer without enzyme for full effect and enzyme alone for no effect
# BoNT F protease: blocks Botulinum neurotoxin F light chain protease; 360,000 tested, 0.22% active; Multiplex microsphere protease cleavage assay, flow cytometry; inhibition, % at 10 µM; AID 588497; in the data active = inhibition above about 35%, passing the limit was not always enough; inconclusive = no clear call, values can overlap the other calls; also: plate controls were buffer without enzyme for full effect and enzyme alone for no effect
# * = called active by the depositor; ? = inconclusive; . = not tested or not shown. Rule as the data show it, unless noted: active = inhibition above about 30%; inconclusive = no clear call, values can overlap the other calls; inactive = below that.
SMILES,Mtb BioA inh,FadD28 binding,BoNT-A LC inh2,GDH-TPI inh,FBA Mtb inh,PfHsp40 yeast,Mtb UGM inh,Anthrax LF inh2,BoNT F protease
O=C(O)c1ccc2c(c1)C(=O)N(Cc1ccccc1)C2=O,0.2,-3.2,-0.9,-3,-4,-0.8,2.8,-10,2
CCc1ccc(OCc2nnc(SCC(=O)N3CCN(c4ccccc4)CC3)o2)cc1,-0.3,-3.7,0.1,8,0,6.2,-0.1,-2,-4
O=C(c1cccc(S(=O)(=O)N2CCCC2)c1)N1CCOCC1,-0.6,0.6,.,3,0,-1.0,-0.5,.,.
CCOc1ccc(Nc2nc(N)nc(CCl)n2)cc1,0.0,-0.7,1.5,-3,1,-1.0,-3.4,-9,?
Cc1ccc(C2=NS(=O)(=O)N(C)C(C(=O)Nc3ccc4c(c3)OCO4)=C2)cc1,-3.8,-0.2,0.8,28,5,-0.7,1.4,-9,-3
O=C1C(=O)N(CCO)C(c2ccccc2[N+](=O)[O-])/C1=C(\O)c1ccccc1 (configuration not stated),-0.2,-0.6,0.6,12,2,0.0,-2.4,4,-12
O=C(NCc1ccccn1)c1nc(-c2ccc(C(F)(F)F)cc2)no1,.,-0.6,0.2,5,-1,-0.7,-1.6,-1,1
CS(=O)(=O)N(Cc1ccccc1)c1ccc(C(=O)NCc2ccccc2)cc1,-0.4,-2.9,2.4,6,0,0.8,1.9,-11,4
O=C(CC12CC3CC(CC(C3)C1)C2)NC(=S)N1CCCCC1,.,-3.5,-0.5,-12,0,0.8,0.5,2,3
Cc1cc(NCc2ccco2)n2ncnc2n1,.,-2.9,0.0,2,-3,-0.5,-0.7,2,-3
CCCCCCNC(=O)C(C#N)c1nc2ccccc2nc1N1CCCC1 (configuration not stated),-4.1,0.4,1.5,5,4,0.2,2.1,-1,1
COc1cc(OC)cc(C(=O)N[C@H](C(=O)NCc2ccco2)C(C)C)c1,-1.2,-4.3,0.5,4,0,1.0,-1.3,0,-3
Cc1ccc(S(=O)(=O)NC(=O)C2(C)CCN2C(=O)c2cccc(F)c2)nc1 (configuration not stated),-0.8,0.2,0.1,3,1,.,.,5,-1
Cc1cc(-c2ccccc2)nc2c(Br)c(C(=O)O)nn12,6.3,-1.3,-5.3,-3,1,.,-1.2,-12,?
CC(=O)c1ccc(N2CCN(CC(O)COC(c3ccccc3)c3ccccc3C)CC2)cc1 (configuration not stated),-2.6,0.8,-4.0,14,4,0.1,-0.8,13,-8
Cc1cccc(NC(=O)c2ccc(CN3CCN(Cc4ccccc4)CC3)cc2)c1,.,0.5,-0.5,-3,4,-1.4,-4.0,2,1
c1cc(-c2cc3nc(NC4CCCCC4)ccn3n2)ccc1OCCN1CCOCC1,-0.6,0.8,0.7,12,24,.,.,-4,-3
C/C(=N\NC(=O)c1ccccc1)c1ccccc1Br,.,1.7,0.3,-5,5,0.0,-0.4,-3,-3
Cc1ccc2cccc(NC3OC(=O)c4ccccc43)c2n1 (configuration not stated),.,-0.1,0.9,4,0,-0.3,4.8,0,-4
CCN(CC)S(=O)(=O)c1ccc(C)c(NC(=S)N2CCN(C/C=C/c3ccccc3)CC2)c1,.,-4.2,-0.5,-8,1,0.2,-1.1,-3,0
CN(C)CC(C)(C)NS(=O)(=O)c1ccc(Cl)cc1,1.7,-1.3,-0.6,7,-2,1.1,-0.1,-2,-8
CC(C)N1CCc2c(sc(NC(=O)CCS(=O)(=O)c3ccccc3)c2C(N)=O)C1,0.7,-0.3,-2.5,12,4,-1.4,1.4,-2,3
Cc1ccsc1C(=O)NC(C)c1ccc2c(c1)OCO2 (configuration not stated),1.3,-3.7,0.5,-8,1,-0.1,-0.2,-1,-3
CC(C)(C)c1ccc(C(=O)O/N=C(\N)Cc2cccs2)cc1,1.5,-3.0,0.0,5,-4,.,.,-4,-2
COc1ccc(CN(C)CCCn2cnc3c(OCc4ccccc4)ncnc32)cc1OC,0.7,-1.2,-0.7,14,6,-0.1,.,-5,-9

# Later entries:
SMILES,Mtb BioA inh,FadD28 binding,BoNT-A LC inh2,GDH-TPI inh,FBA Mtb inh,PfHsp40 yeast,Mtb UGM inh,Anthrax LF inh2,BoNT F protease
COc1cccc(Nc2ncnc3onc(-c4ccccc4OC)c23)c1,-0.4,-2.0,0.4,5,3,-1.0,2.3,-2,-1
N/C(=N\OC(=O)Cc1cccs1)c1cccc([N+](=O)[O-])c1,.,-4.8,0.0,3,-1,5.7,.,1,-3
COc1ccc(OC)c(-n2c(-c3cc(-c4ccco4)[nH]n3)n[nH]c2=S)c1,.,?,-0.6,13,1,0.6,1.6,1,-2
CCC(=O)Nc1cccc(SC)c1,.,-2.0,2.6,7,3,-1.0,-2.4,2,23
COc1cccc(C(=O)NCCNC(=O)c2ccccn2)c1,1.1,0.1,-1.4,-4,-4,0.6,-0.6,-2,4
COC(=O)CCCC1=CC2=C(c3ccccc3)C(=O)C(C)(OC(=O)C3CCCC3)C(=O)C2=CN1C1CCCC1 (configuration not stated),1.9,-3.0,0.4,12,-7,0.1,0.5,2,-6
Cc1ccc(CNC(=O)c2ccc(N3CCC4(CC3)CC(c3ccccc3)=NO4)c(N)c2)cc1,-0.5,-3.9,0.3,0,5,-0.3,2.6,-4,-1
COC(=O)C1=C(C(=O)OC)[C@@H]2Nc3ccccc3[C@@]23C[C@@H](C(=O)OC)N=C3N1,-1.2,-0.6,0.1,22,0,-1.2,2.2,-1,-3
COc1cccc(C(=O)Nc2c(C)n[nH]c2C)c1,-0.7,-3.2,-0.6,-12,-4,1.6,-1.2,-2,-1
Cn1c(=O)c2c(nc3n2CC(O)CN3c2ccc(O)cc2)n(C)c1=O (configuration not stated),20,-2.0,-3.3,-4,-2,2.9,1.0,-15,-8
COc1ccccc1C(=O)NCC(=O)NC(C)CCc1ccccc1 (configuration not stated),2.4,-1.6,0.9,3,-1,0.0,-1.3,2,2
Cc1ccc(C23CC4CC(CC(C(=O)NC(C)C(N)=O)(C4)C2)C3)cc1 (configuration not stated),-5.8,0.2,-0.4,-5,2,-2.0,1.4,-2,-5
CCOc1cc(N2CCOCC2)c(OCC)cc1NC(=O)c1ccccc1,-0.7,-1.6,-0.4,15,-1,1.2,-0.4,1,2
Cc1ccc(-c2noc(CC(c3ccccc3)c3ccccc3)n2)cc1,.,-1.2,-0.7,-7,1,-1.3,-2.9,1,-10
CCCc1cc(C(=O)N2CCCC(CO)(CCCc3ccccc3)C2)n(C)n1 (configuration not stated),0.1,-1.3,2.0,-8,-2,1.1,-1.0,0,-4
NC(=O)C1CCN(C(=O)CN(C2CCCCC2)S(=O)(=O)c2ccc(F)cc2)CC1,-0.3,.,-2.1,1,2,0.5,5.8,2,-2
COC(=O)CN1C(=O)C(O)=C(C(C)=O)C1c1ccc([N+](=O)[O-])cc1 (configuration not stated),-0.4,-4.2,-0.1,17,-4,-0.4,-1.1,-1,-5
COc1ccc(CCNC(=O)N2CCOCC2)cc1,5.1,-3.3,-0.1,2,-7,-0.6,-1.1,-4,-10
COC(=O)CN1C(=O)[C@H]2[C@@H](C3CC3)N3C(=O)CN(CCO)C(=O)[C@@]3(Cc3ccccc3)[C@H]2C1=O,-0.8,0.4,0.2,4,-2,0.6,0.7,-2,1
COc1ccc2oc(C(=O)OCC(=O)N(CC(C)C)c3c(N)n(Cc4ccccc4)c(=O)[nH]c3=O)c(C)c2c1,-1.4,-2.3,-1.5,-4,6,1.6,-0.9,-2,?
CCN1C[C@@H]2[C@@H]3C(=O)N(Cc4ccccc4)C(=O)[C@@H]3[C@](CC)(C1=O)N2C(=O)c1ccccc1,0.2,-3.9,-0.2,-3,1,-2.1,.,2,-6
CN(C)CCNC(=O)CCCNC(=O)Cn1cnc2sc3c(c2c1=O)CCCC3,-1.2,-1.2,1.0,-1,1,-0.3,1.7,4,4
N#CCOC(=O)/C=C/c1ccc2c(c1)OCO2,.,-2.0,0.4,38*,13,-1.1,-0.4,2,-5
CC(Sc1nnc(COc2ccccc2)n1Cc1ccccc1)C(=O)O (configuration not stated),6.1,-3.2,0.1,-1,3,2.5,4.3,-10,0
COc1ccccc1C1(CCN=Cc2ccc(N(C)C)cc2)CCOC(C)(C)C1 (configuration not stated),-1.9,-3.6,0.5,24,-2,-1.8,-2.6,-1,2

# Given with tabs: three of the compounds above
SMILES	Mtb BioA inh	FadD28 binding	BoNT-A LC inh2	GDH-TPI inh	FBA Mtb inh	PfHsp40 yeast	Mtb UGM inh	Anthrax LF inh2	BoNT F protease
O=C1C(=O)N(CCO)C(c2ccccc2[N+](=O)[O-])/C1=C(\O)c1ccccc1 (configuration not stated)	-0.2	-0.6	0.6	12	2	0.0	-2.4	4	-12
O=C(NCc1ccccn1)c1nc(-c2ccc(C(F)(F)F)cc2)no1	.	-0.6	0.2	5	-1	-0.7	-1.6	-1	1
CS(=O)(=O)N(Cc1ccccc1)c1ccc(C(=O)NCc2ccccc2)cc1	-0.4	-2.9	2.4	6	0	0.8	1.9	-11	4

# Further structures:
SMILES,Mtb BioA inh,FadD28 binding,BoNT-A LC inh2,GDH-TPI inh,FBA Mtb inh,PfHsp40 yeast,Mtb UGM inh,Anthrax LF inh2,BoNT F protease
Cc1ccc(NC(=O)N2CCN(S(=O)(=O)c3ccccc3)CC2)cc1,.,-3.8,0.0,-2,0,-0.5,1.8,-6,3
Cc1nn(C)c(NC(=O)c2ccccc2Cl)c1Br,-1.0,0.1,0.1,5,0,-2.0,-0.5,-1,-3
Cc1ccc(C)c(N2CCN(CCCc3ccccc3)CC2)c1,-0.4,-0.6,-1.6,16,-2,0.2,-2.2,-4,22
C=CCn1c(=S)sc2c(=O)[nH]c(C)nc21,0.7,-3.5,.,24,0,.,2.3,.,.
CC1(C)C2CCC1(CS(=O)(=O)NCc1ccc(C(=O)O)cc1)C(=O)C2 (configuration not stated),-1.7,-2.6,0.3,-9,-1,0.2,0.9,2,1
CCCCc1n[nH]c2c1C(=O)CC(C)(C)C2,-0.3,-0.6,0.7,9,11,-0.8,-5.0,4,-6
COc1ccc(CN2CCC(Oc3ccc(C(=O)N4CCCCC4)cc3)CC2)cc1C,0.6,-0.4,-0.8,8,1,-0.3,-2.9,1,7
CC(=O)Nc1ccc(-c2csc(NC(=O)CN3C(=O)NC4(CCCC4)C3=O)n2)cc1,0.0,-1.2,0.7,7,0,-1.5,-1.2,0,-3
Oc1ccc(C[C@H]2CNC(=S)N2CCc2cc(C(F)(F)F)cc(C(F)(F)F)c2)cc1,-0.7,-2.1,-0.6,3,-1,7.0,-1.0,-3,3
O=C(C1CCN(c2ncnc3c2nc2n3CCCCC2)CC1)N1CCN(c2cccc(Cl)c2)CC1,-1.0,-1.7,0.3,1,-1,0.3,-2.1,-1,7
Cc1ccc(C2=C(O)c3ccccc3C(=O)C2=O)cc1,-0.1,1.4,-2.6,-1,-1,1.8,-1.3,-11,-4
COCCn1c(=S)[nH]c2cc(C(=O)N3CCN(Cc4ccc5c(c4)OCO5)CC3)ccc2c1=O,0.6,-2.7,?,11,3,-1.3,-0.7,?,?
C#CCOCCOCCOCCNc1nc(N2CCN(C(=O)[C@H](CCCN=C(N)N)n3cc(C(N)[C@@H](C)CC)nn3)CC2)nc(N2CCN(C(=O)[C@H](CCC(=O)O)n3cc([C@@H](N)CC(N)=O)nn3)CC2)n1 (some centres not stated),-2.4,-1.0,-0.5,14,2,-0.6,-0.3,-2,-8
COC(=O)NNC(=O)C(C)Oc1ccc(Cl)cc1Cl (configuration not stated),.,1.4,-0.5,-10,0,-0.4,2.0,-3,-8
COc1ccc(CN2CCN(C(=O)c3ccccc3C(=O)c3ccccc3)CC2)cc1OC,1.8,0.0,-0.5,4,2,-1.4,.,0,-3
O=c1c2ccccc2nnn1-c1ccc(Br)cc1,-0.5,0.7,-7.5,5,1,-0.6,0.9,14,41*

# Source: PubChem
